# M4 ag – human M4 muscarinic receptor agonists, primary screen, CHO-K1 cells, Fluo-8 calcium fluorescence. CHO-K1 hM4/Gqi5; vehicle 0%, full acetylcholine response 100%. activation, % at 3 µM. actives 0.14% (n = 360,000). AID 624127, 2012;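 active = activation above the run mean over all test wells plus 3 SD, cut at about 32% in these data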;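 also: peak over basal fluorescence ratio per well then scaled between controls; 0% = DMSO wells and 100% = acetylcholine at EC100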
# Target sequence (P08173 whole entry, looked up): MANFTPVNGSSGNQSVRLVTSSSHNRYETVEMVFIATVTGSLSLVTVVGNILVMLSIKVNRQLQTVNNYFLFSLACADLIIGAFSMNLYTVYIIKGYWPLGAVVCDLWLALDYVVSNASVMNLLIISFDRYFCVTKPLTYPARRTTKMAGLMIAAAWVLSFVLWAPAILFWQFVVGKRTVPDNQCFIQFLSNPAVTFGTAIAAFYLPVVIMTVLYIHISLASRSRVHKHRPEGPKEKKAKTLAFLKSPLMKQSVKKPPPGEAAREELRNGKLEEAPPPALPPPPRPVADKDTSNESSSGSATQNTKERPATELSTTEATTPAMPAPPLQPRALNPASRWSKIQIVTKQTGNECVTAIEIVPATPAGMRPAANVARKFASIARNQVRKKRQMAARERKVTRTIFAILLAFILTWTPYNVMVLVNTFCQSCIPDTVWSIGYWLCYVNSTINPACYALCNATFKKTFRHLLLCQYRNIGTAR
# M5 PAM – human M5 muscarinic receptor positive allosteric modulators, primary screen, CHO-K1 cells, Fluo-8 calcium fluorescence; activation, % at 3 µM; AID 624038, 2012; CHO-K1 hM5, ACh EC20 PAM; 0% = ACh EC20, 100% = ACh EC100; actives 0.3% (n = 360,000);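 active = activation above the run cutoff, the mean activation of all test compounds plus 3 SD, cut at about 18% in these data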
# Target sequence (P08912 whole entry, looked up): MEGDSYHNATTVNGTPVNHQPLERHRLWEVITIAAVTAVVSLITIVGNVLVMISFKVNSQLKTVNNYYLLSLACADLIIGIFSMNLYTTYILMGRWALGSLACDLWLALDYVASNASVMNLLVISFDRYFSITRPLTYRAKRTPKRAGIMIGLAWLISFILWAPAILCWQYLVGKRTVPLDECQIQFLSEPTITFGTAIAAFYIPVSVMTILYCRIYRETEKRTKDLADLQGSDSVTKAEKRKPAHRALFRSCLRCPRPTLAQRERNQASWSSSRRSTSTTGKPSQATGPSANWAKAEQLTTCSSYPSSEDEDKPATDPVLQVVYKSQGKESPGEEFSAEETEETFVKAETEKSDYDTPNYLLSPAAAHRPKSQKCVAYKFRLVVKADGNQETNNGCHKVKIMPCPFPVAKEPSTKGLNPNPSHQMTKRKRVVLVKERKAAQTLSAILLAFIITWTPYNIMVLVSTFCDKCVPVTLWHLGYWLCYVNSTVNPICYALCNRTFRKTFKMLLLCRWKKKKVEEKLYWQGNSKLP
#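 Probe or stimulus: acetylcholine, EC20 level; Assay system: human M5 receptor in CHO-K1 cells; Schedule: compound preincubation 140 s before EC20 acetylcholine addition; Technique: intracellular calcium via Fluo-8 fluorescence; Dosing: single-point, 3 µM nominal; Read-out basis: percent activation from peak-over-basal fluorescence ratio, scaled EC20-to-EC100 acetylcholine; Repeats: one well per compound, no replicates.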
# CRFR2-BP ag – agonists of CRF-BP/CRF-R2 complex, primary screen, cell-based, HEK293, calcium dye fluorescence, uHTS | CRF-binding protein / CRF receptor 2 complex (human) | calcium dye fluorescence (FLIPR); percent of saturating CRF peptide response | activation, % at 13.2 µM | actives 0.46% (n = 350,000) | AID 588473, 2011;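 active = activation of at least 50%, plus an integration ratio under a set limit after plate pattern correction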;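 also: plate controls were neutral control wells without compound for no effect and CRF at EC100 for full effect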
# CHRM4 PAM – human M4 muscarinic receptor positive allosteric modulators, primary screen, CHO-K1 cells, Fluo-8 calcium fluorescence. CHO-K1 hM4/Gqi5, ACh EC20; 0% = ACh EC20, 100% = maximal ACh. AID 624126, 2012. actives 0.4% (n = 360,000). Muscarinic acetylcholine receptor M4 (Homo sapiens), P08173. activation, % at 3 µM;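 active = activation above its plate's cutoff, the mean activation of sample wells plus 3 SD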; also: some results filed as inactive read as strong as hits
# CHRM5 agonist – human M5 muscarinic receptor agonists, primary screen, CHO-K1 cells, Fluo-8 calcium fluorescence | Muscarinic acetylcholine receptor M5 (Homo sapiens), P08912 | CHO-K1 hM5 cells; 0% DMSO wells, 100% maximal acetylcholine response | activation, % at 3 µM | actives 0.19% (n = 360,000) | AID 624037, 2012;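 active = activation above the run's mean over test compounds plus 3 SD, cut at about 23% in these data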;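 also: signal is peak over basal fluorescence ratio across the kinetic read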
# IDE cell inh – human IDE inhibitors in live cells, primary screen, fluorescence polarization, HEK cells, FAbetaB substrate. Insulin-degrading enzyme (Homo sapiens), P14735. FAbetaB cleavage. inhibition, % at 5.59 µM. actives 0.41% (n = 320,000). AID 434962, 2010;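 active = percent inhibition above the average of all tested compounds plus 3 SD, set per screening campaign, cut at about 16% in these data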;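 also: IDE supplied by intact live HEK cells; FP after avidin binding of uncleaved biotin substrate so inhibition keeps polarization high; 0% = DMSO wells and 100% = 60 µM reference IDE inhibitor Ii1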
# CHRM5 antagonist – human M5 muscarinic receptor antagonists, primary screen, CHO cells, Fluo-8 calcium fluorescence | Muscarinic acetylcholine receptor M5 (Homo sapiens), P08912 | CHO-hM5 cells, ACh EC80 | inhibition, % at 3 µM | actives 0.59% (n = 360,000);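 active = inhibition above a per-plate cutoff, the mean of that plate's test compounds plus 3 SD, cut at about 27% in these data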;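 also: 0% = acetylcholine EC80 with DMSO and 100% = DMSO without agonist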
# CRFBP-R2 block – antagonists of CRF-BP/CRF-R2 complex, primary screen, cell-based, HEK293, calcium dye fluorescence, uHTS; AID 588475, 2011; CRF-induced calcium fluorescence; actives 0.59% (n = 350,000); inhibition, % at 11.8 µM;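 active = inhibition of the ligand-induced calcium signal above about 50% at the single tested concentration, limit read from the data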
# M4 antag – human M4 muscarinic receptor antagonists, primary screen, CHO cells, Fluo-8 calcium fluorescence | Muscarinic acetylcholine receptor M4 (Homo sapiens), P08173 | CHO-hM4 cells, ACh EC80 | inhibition, % at 3 µM | actives 0.73% (n = 360,000) | AID 624125, 2012;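 active = inhibition above its plate's cutoff, the mean inhibition of sample wells plus 3 SD, cut at about 27% in these data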;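 also: 0% = acetylcholine EC80 with DMSO and 100% = DMSO without agonist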
# Starred values were filed as active, the others as inactive; / = not tested or not shown.
M5 PAM	M4 ag	CRFR2-BP ag	M4 antag	CHRM5 antagonist	CHRM5 agonist	CRFBP-R2 block	CHRM4 PAM	IDE cell inh	canonical_smiles
1	0	-0.1	-15	1	-1	3	0	8	COc1cccc(NC(=O)N2CCC(NC(=O)C3CCCCC3)CC2)c1
3	0	9.4	-6	-4	0	7	-8	3	CCCN1CCC(N2CCN(c3cccc(C(F)(F)F)c3)CC2)CC1
-3	-1	0.2	6	4	-1	20	1	0	O=C(NC1CCCc2ccccc21)C1CCCN(S(=O)(=O)c2cnc[nH]2)C1 (configuration not stated)
1	2	1.3	-8	5	5	2	15	7	CC(=O)Oc1cccc(/C=N\NC(=O)C(=O)N/N=C/c2cccc(OC(C)=O)c2)c1
-1	2	-0.7	12	-2	-2	2	-6	-2	CCN(CC(=O)NCc1ccc(F)cc1)C(=O)/C=C/c1ccc(OC)cc1
-5	1	-0.8	-5	13	1	-4	-1	-4	COc1ccccc1NS(=O)(=O)c1ccc(C(=O)Nc2ncccc2O)cc1
-1	9	/	-4	3	1	/	-1	/	CCCCC(=O)N(C)c1c(CC)nc2c(OCC(=O)c3ccc(F)cc3)cccn12
-3	2	2.0	-2	5	-7	15	-2	3	CC(C)n1c(=N)c(C(=O)NCCc2ccccc2)cc2c(=O)n3ccccc3nc21
-5	2	/	-16	-4	-1	/	-1	/	COC(=O)C1(C(=O)OC)C2CCCCC2N(S(=O)(=O)c2ccc(C)cc2)[C@@H]1CC(C)=O (some centres not stated)
-2	4	0.3	-5	-14	2	6	-4	-1	Cc1ccc(C)c(C(=O)CSc2nc(N)cc(=O)[nH]2)c1
-5	0	-2.2	4	9	3	1	-8	-1	COC(=O)C1CCN(C(=O)Cc2ccc(OC)c(OC)c2)CC1
0	1	3.4	-7	-9	-6	-33	12	0	O=C(COc1ccccc1)N1CCN=C1SCc1cccnc1
3	1	/	-9	8	1	/	8	/	COc1ccc(Cc2c(C3CCCCC3)nc3cc(C)c(Br)c(C)n23)c(C)c1
-1	6	-0.1	-8	1	1	-19	7	3	CNC(=O)CCc1[nH]c2ccccc2c1Sc1ccccc1
-9	0	-0.5	-2	19	-2	2	3	2	Cc1cc(Cl)ccc1OCC(=O)NNC(=O)c1ccc(=O)[nH]c1
-7	3	3.4	-14	-2	-2	-42	-1	-2	CCOc1cc(/C=N/NC(=O)CN2CCCCC2)ccc1OCc1ccccc1
3	0	4.3	0	1	-4	-11	8	-3	CN1CC[n+]2c(CN3C(=O)c4ccccc4C3=O)csc21
-1	0	0.0	-3	0	-3	12	1	2	COc1cc(CCC(=O)NNC(=O)c2ccc(Cl)cc2)cc(OC)c1OC
5	1	-1.8	5	1	-3	19	-4	4	O=C(CCOc1ccccc1)N1CCN(S(=O)(=O)c2ccccc2F)CC1
2	0	-1.2	-4	4	0	-26	-1	/	OCC1OC(n2cnc3c(NCc4ccco4)ncnc32)C(O)C1O (configuration not stated)

# Among those listed so far, 2 have a Cl atom.
M5 PAM	M4 ag	CRFR2-BP ag	M4 antag	CHRM5 antagonist	CHRM5 agonist	CRFBP-R2 block	CHRM4 PAM	IDE cell inh	canonical_smiles
-9	0	-0.5	-2	19	-2	2	3	2	Cc1cc(Cl)ccc1OCC(=O)NNC(=O)c1ccc(=O)[nH]c1
-1	0	0.0	-3	0	-3	12	1	2	COc1cc(CCC(=O)NNC(=O)c2ccc(Cl)cc2)cc(OC)c1OC

# Going on with the list.
M5 PAM	M4 ag	CRFR2-BP ag	M4 antag	CHRM5 antagonist	CHRM5 agonist	CRFBP-R2 block	CHRM4 PAM	IDE cell inh	canonical_smiles
-1	1	-2.4	2	-1	-4	4	-1	8	CCOc1ccc(CNCc2cccnc2)cc1
-7	9	1.9	-3	-5	1	-38	0	1	CC(=O)c1c(C)[nH]c(C(=O)CSc2nnc(-c3ccco3)o2)c1C
2	0	0.7	-3	-11	0	3	-2	-1	COc1ccc(NC(=O)CN(C)C(=O)C2CC(=O)N(c3ccc4c(c3)OCCO4)C2)cc1 (configuration not stated)
-6	3	0.3	-6	4	2	6	3	2	CC(OC(=O)c1cccc(-n2cnnn2)c1)C(=O)Nc1ccc(N(C)C)cc1 (configuration not stated)
-9	4	-1.3	-18	-3	-9	-12	-6	-1	CN(c1ncc(C(F)(F)F)cc1Cl)N1C(=O)c2cccc(N)c2C1=O
2	-2	1.4	-5	-3	-1	1	13	1	Cc1ccccc1OC(C)c1nc(-c2ccccc2)no1 (configuration not stated)
9	1	-1.7	3	5	-1	-1	8	1	CN(C(=O)CN1C(=O)/C(=C/c2ccc(F)cc2)SC1=S)C1CCS(=O)(=O)C1 (configuration not stated)
-9	0	0.4	-19	-16	-7	-9	12	3	CCOC(=O)C(NCc1ccccc1OC)(NC(=O)CC)C(F)(F)F (configuration not stated)
6	2	0.9	1	5	1	6	6	-4	COc1cccc(-c2nnc(SCC(=O)NC3CCS(=O)(=O)C3)n2C)c1 (configuration not stated)
-3	12	0.4	-3	10	-1	-11	-7	-4	Cc1c(C(=O)N(C)CCC#N)oc2ccc(S(=O)(=O)N3CC(C)CC(C)C3)cc12 (configuration not stated)
-5	1	1.3	1	-5	0	0	4	-4	O=C(NCCN=C1NS(=O)(=O)c2ccccc21)c1ccncc1
-3	1	0.7	8	9	0	-20	2	3	NC(=O)COC(=O)CNC(=O)c1cc(Cl)cc([N+](=O)[O-])c1
1	1	0.8	-4	-2	-5	-4	-5	-6	NC(=O)CCc1nc2cc(C(F)(F)F)ccc2n(Cc2ccccc2)c1=O
13	1	-3.2	4	11	-2	-4	6	2	Cc1ccc2nc(-c3cccs3)oc(=O)c2c1
4	2	-2.8	5	7	2	22	-3	5	COC(=O)CC1=NN(c2ccccc2)C(=O)C1
2	0	-1.6	-2	4	0	-8	1	-1	CC(=O)N(c1cccc(Br)c1)C1C=CS(=O)(=O)C1 (configuration not stated)
-5	6	2.8	3	5	-3	-10	-8	1	Cc1ccc(S(=O)(=O)/C(C#N)=C/c2c(N3CCC(C(N)=O)CC3)nc3c(C)cccn3c2=O)cc1
3	1	0.0	17	1	2	14	6	-4	CCOC(=O)CSc1nnc(NC(=O)c2cccc(S(=O)(=O)N3CCCC3)c2)s1
0	0	0.3	0	-3	2	-14	10	-1	CCOc1ccc(-c2c[n+](=O)c3c(n2[O-])CCCC3)c(OCC)c1
2	1	-0.4	-5	5	1	-2	5	/	COCC#Cc1ccc2c(c1)O[C@@H](CN(C)C(=O)Nc1ccc(OC)cc1)[C@H](C)CN([C@H](C)CO)S2(=O)=O
-2	4	-1.0	-3	5	-1	2	6	3	O=C(Oc1cccc(-c2cnc3ccccc3n2)c1)c1ccco1
0	0	1.6	-4	5	-6	-13	-4	6	Cc1cc(C)c(C(=O)C2OC(=O)C(C)(C)C(=O)C2(C)C)c(C)c1 (configuration not stated)
-1	1	-0.1	-9	-8	-3	14	7	7	Cc1ccc(C)c(C(=O)CSc2nnc(C)s2)c1
-15	9	-2.8	-4	10	-7	10	-5	/	COc1ccc(C(=O)c2ccccc2C(=O)c2ccccc2)cc1
1	0	-0.9	-8	2	2	2	4	4	Cc1ccccc1-c1nnc(SCC(=O)N(C)c2c(N)n(Cc3ccccc3)c(=O)[nH]c2=O)n1C
0	3	1.5	-15	-6	-3	2	14	2	Cc1ccccc1NC(=O)Cn1c([N+](=O)[O-])cnc1C
2	1	-1.0	2	-2	-6	-2	-5	5	COc1ccc(-c2noc(-c3ccco3)n2)cc1OC
-2	-1	1.1	8	-2	2	20	-4	-3	COc1cc(-c2nc(-c3ccc(Br)o3)no2)cc(OC)c1OC
7	0	0.0	-6	-7	-4	2	4	/	Cc1ccc2nc(SCC(=O)Nc3ccc4[nH]c(=O)[nH]c4c3)[nH]c2c1
-5	2	0.7	-7	8	-5	-7	-2	9	COc1cccc(-c2nn(-c3ccccc3)cc2CN(C)Cc2c(C)nc3ccccn23)c1
6	0	-0.3	-7	-5	-3	7	17	10	CC(=O)C1=C(C)NC(SCC(N)=O)=C(C#N)C1c1cccnc1 (configuration not stated)
-1	1	0.7	2	1	-4	20	1	1	Cc1ccc([N+](=O)[O-])cc1NC(=O)CCc1ccccc1
-5	6	-3.1	4	-2	0	11	-5	-1	Cc1cc(C)n(CC(O)COc2cccc(OCC(O)Cn3nc(C)cc3C)c2)n1 (configuration not stated)
-2	1	-0.1	-1	2	1	23	0	-2	CC(C)NC(=O)Nc1cccc2c1O[C@H](CN(C)S(C)(=O)=O)[C@@H](C)CN([C@H](C)CO)C2=O
7	1	-0.8	59*	4	-7	-2	-14	-1	Cc1noc(C)c1S(=O)(=O)Nc1ccc2c(c1)CC(=O)N([C@H](C)CO)C[C@H](C)[C@H](CN(C)S(=O)(=O)c1ccc(F)cc1)O2
-3	1	0.8	4	7	0	-14	1	-4	CC(C)NC(=O)NC(=O)COC(=O)C1CCCN1C(=O)c1cccs1 (configuration not stated)

# Compounds from the list above with an aryl thioether with sulfur outside any ring:
M5 PAM	M4 ag	CRFR2-BP ag	M4 antag	CHRM5 antagonist	CHRM5 agonist	CRFBP-R2 block	CHRM4 PAM	IDE cell inh	canonical_smiles
-2	4	0.3	-5	-14	2	6	-4	-1	Cc1ccc(C)c(C(=O)CSc2nc(N)cc(=O)[nH]2)c1
-1	6	-0.1	-8	1	1	-19	7	3	CNC(=O)CCc1[nH]c2ccccc2c1Sc1ccccc1
-7	9	1.9	-3	-5	1	-38	0	1	CC(=O)c1c(C)[nH]c(C(=O)CSc2nnc(-c3ccco3)o2)c1C
6	2	0.9	1	5	1	6	6	-4	COc1cccc(-c2nnc(SCC(=O)NC3CCS(=O)(=O)C3)n2C)c1 (configuration not stated)
3	1	0.0	17	1	2	14	6	-4	CCOC(=O)CSc1nnc(NC(=O)c2cccc(S(=O)(=O)N3CCCC3)c2)s1
-1	1	-0.1	-9	-8	-3	14	7	7	Cc1ccc(C)c(C(=O)CSc2nnc(C)s2)c1
1	0	-0.9	-8	2	2	2	4	4	Cc1ccccc1-c1nnc(SCC(=O)N(C)c2c(N)n(Cc3ccccc3)c(=O)[nH]c2=O)n1C
7	0	0.0	-6	-7	-4	2	4	/	Cc1ccc2nc(SCC(=O)Nc3ccc4[nH]c(=O)[nH]c4c3)[nH]c2c1

# Screening results as filed in PubChem.

# Outcome played no part in choosing rows (roughly 2.9% active in at least one column).
